Compound activity as filed in PubChem BioAssay.
CAL PDZ FP-1 – blocks peptide binding to human CAL PDZ domain; Q9HD26; purified CAL PDZ, TMR-peptide fluorescence polarization, 1 h; AID 504414; inhibition, % at 20 µM; actives 0.02% (n = 330,000);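 active = highest replicate inhibition of at least 40%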;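 note: plate controls were DMSO neutral control wells for no effect and unlabeled competitor peptide control wells for full effect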
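System: purified tagged CAL PDZ domain construct (CerCALP). Schedule: 1 h incubation at room temperature before polarization reading. Medium: 25 mM sodium phosphate pH 7.4, 150 mM NaCl, TCEP, IgG, Thesit. Read-out: percent inhibition from loss of millipolarization. Measured by: FP readout, S and P plane fluorescence. Probe or stimulus: fluorescent TMR peptide probe.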
V-ATPase pH – regulators of yeast V-ATPase proton transport. S. cerevisiae, pHLuorin cytosolic pH fluorescence. response, % at 10 µM. actives 0.37% (n = 350,000). AID 504577; in the data active = response mostly above about 7.3%, no sharp cut-off; inactive = mostly below about 5.4%; note: actives read high; inactives centre near 0; some compounds called inactive have numbers as strong as hits; reference of the scale not given here
Arr AP2 block – human beta-arrestin and AP2 interaction inhibition; FITC-arrestin peptide / GST-AP2 beads, flow cytometry; AP2 beta2 appendage carries R879A mutation; inhibition, % at 10 µM; actives 0.31% (n = 340,000); AID 504490;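 active = inhibition above a set limit, near 3 SD of compounds lacking own fluorescence, cut at about 54% in these data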;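 note: plate controls were DMSO wells for no effect and 5 µM unlabelled arrestin peptide for full effect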
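System: GST-AP2 R879A bound to glutathione beads, E. coli-expressed. Also added: 50 nM FITC-arrestin peptide. Schedule: compound with beads 12 min RT, then probe 1 h RT. Signal: bead flow cytometry, FITC channel. Read-out basis: percent response.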
Keap1 Nrf2 FP – Keap1-Nrf2 (human) interaction inhibition | Keap1 Kelch-Nrf2 peptide fluorescence polarization, 1536-well | inhibition, % at 9.4 µM | actives 0.15% (n = 340,000); in the data active = inhibition above about 12%;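 note: human Keap1 Kelch domain with fluorescein labeled Nrf2 9mer peptide probe; 0% = neutral control wells and 100% = peptide positive control; higher means more block of Keap1 binding to Nrf2 peptide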
NSD2 HMT inh – NSD2 (human) methyltransferase inhibition; O96028; NSD2 peptide methylation, AlphaScreen, 120 min; inhibition, % at 12.5 µM; actives 0.54% (n = 310,000); AID 743445; in the data active = inhibition above about 50%
DSG3 Ab inh – blocks pemphigus antibody binding to human desmoglein-3; P32926; DSG3-coupled beads, scFv-anti-DSG3-GFP binding, flow cytometry; stronger effect = lower value; binding (percent of control), % at 10 µM; actives 0.48% (n = 310,000); AID 588358;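 active = binding more than 3 SD below its plate's average and above zero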;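 note: hits lower antibody fragment binding to DSG3; some compounds called inactive have numbers as strong as hits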
RTF Ca sens inh – cardiac RTF calcium desensitization; P19429+P45379; IANBD-labeled cardiac RTF, Ca2+ fluorescence; inhibition, % at 7.15 µM; actives 0.12% (n = 340,000); AID 493244;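 active = inhibition above the mean inhibition of all tested compounds plus 3 SD, cut at about 17% in these data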;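 note: assay run at fixed EC70 calcium of 1.6 mM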
DAGLB inh – diacylglycerol lipase beta (human) inhibition; Q8NCG7; AID 504411; inhibition, % at 5.17 µM; actives 0.059% (n = 340,000); HEK293T DAGLB membrane lysate, EnzChek fluorogenic substrate; in the data active = inhibition above about 34%;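 note: 0% = enzyme with vehicle and 100% = wells lacking enzyme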
Target sequence (Q8NCG7 whole entry, looked up): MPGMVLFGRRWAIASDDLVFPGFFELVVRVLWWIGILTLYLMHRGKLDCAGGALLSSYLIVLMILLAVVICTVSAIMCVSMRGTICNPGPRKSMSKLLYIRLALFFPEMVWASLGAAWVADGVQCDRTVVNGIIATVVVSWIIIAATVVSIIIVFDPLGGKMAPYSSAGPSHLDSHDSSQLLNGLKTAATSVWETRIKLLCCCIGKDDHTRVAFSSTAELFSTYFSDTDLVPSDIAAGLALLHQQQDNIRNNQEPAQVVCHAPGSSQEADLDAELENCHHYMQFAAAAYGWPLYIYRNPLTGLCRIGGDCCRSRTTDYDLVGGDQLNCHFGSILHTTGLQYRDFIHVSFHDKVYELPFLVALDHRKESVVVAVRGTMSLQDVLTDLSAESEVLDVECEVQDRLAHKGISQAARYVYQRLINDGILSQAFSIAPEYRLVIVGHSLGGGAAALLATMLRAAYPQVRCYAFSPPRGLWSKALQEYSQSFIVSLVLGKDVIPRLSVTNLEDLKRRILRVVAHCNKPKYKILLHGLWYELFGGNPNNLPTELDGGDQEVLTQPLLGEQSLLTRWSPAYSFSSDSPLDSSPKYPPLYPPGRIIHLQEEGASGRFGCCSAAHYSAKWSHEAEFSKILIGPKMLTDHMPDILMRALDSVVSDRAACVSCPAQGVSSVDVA
LANA DNA inh – KSHV C-LANA DNA binding inhibition. MBP-C-LANA/FAM-LBS DNA binding, fluorescence polarization. inhibition, % at 9 µM. actives 0.078% (n = 340,000);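 active = highest replicate inhibition at or above 60% at 9 µM, even if other replicates fall short; inactive = all replicates below 60% inhibition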;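 note: 0% = neutral control wells and 100% = 4 µM acridine orange control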
CAL PDZ FP-2 – inhibitors of human CAL PDZ peptide binding. purified CAL PDZ, TMR-peptide fluorescence polarization, 1 h. inhibition, % at 24.9 µM. actives 0.92% (n = 300,000). AID 602252;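 active = mean inhibition of at least 30% with at least half of replicates also reaching 30%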;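 note: 0% = DMSO neutral control and 100% = excess unlabeled competitor peptide PRC23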
* marks the source's active call; other numbers are inactive results; . = no result given. A portion of the library, so the mix of outcomes need not match the whole.

SMILES	CAL PDZ FP-1	V-ATPase pH	Arr AP2 block	Keap1 Nrf2 FP	NSD2 HMT inh	DSG3 Ab inh	RTF Ca sens inh	DAGLB inh	LANA DNA inh	CAL PDZ FP-2
CCC(C(=O)OCC(=O)N(C)c1c(N)n(Cc2ccccc2)c(=O)[nH]c1=O)c1ccccc1 (configuration not stated)	-2.1	-2	-2	-1	-1	104	-9	-2	1.4	-2
Nn1c(SCC(=O)Nc2c(F)cc(F)cc2Br)nnc1C1CCCCC1	-2.7	3	-4	-4	0	101	-4	0	0.5	0
COC1=CC(=O)C[C@@H](C)[C@]12Oc1c(Cl)c(OC)cc(OC)c1C2=O	-1.2	-7	16	4	.	94	-2	3	0.8	-1
CCC(=O)Nc1ccc(NC(=S)NC(=O)c2cc3ccccc3o2)cc1	-1.8	-1	-6	1	1	106	-4	1	-1.1	-2
Cc1ccc2c(cnn2C(=O)CCCC(=O)NC(C)c2ccccc2)c1 (configuration not stated)	-2.2	-2	4	-4	.	101	-14	-6	1.3	.
CCCc1nnc(SCC(=O)Nc2cc(C)on2)n1CCOC	-2.4	-2	14	-1	-3	.	4	-2	1.0	-3
Cc1cc(NC(=O)CSc2nc(=O)cc(N)n2-c2ccc(Cl)cc2)no1	-0.3	-1	0	1	-1	104	-8	0	0.1	-7
CCOC(=O)NC1(C(F)(F)F)C(=O)NC(C)=C1C(=O)OC (configuration not stated)	-0.2	-3	2	-5	.	110	2	-1	-0.4	5
COc1ccccc1CNS(=O)(=O)c1ccc2c(c1)N(C(C)=O)CCO2	-3.5	0	5	1	-2	104	-8	1	-1.5	-1
COCCNC(=O)Cn1cc(C(=S)N2CCCCC2)c2ccccc21	-1.7	1	6	-1	-2	97	-8	-2	-3.2	-3
CCCCc1cc(=O)oc2c(CN(CC)CC)c(O)c(Cl)cc12	-0.6	.	11	-8	-2	97	-14	-1	2.1	-1
CC1CCCC(C)N1CCCNC(=O)c1cc2c(=O)n(C)c3ccccc3c2n1C (configuration not stated)	-0.3	-1	-1	-7	.	116	-13	-1	2.9	-2
COc1ccc(C(CC(=O)c2ccccc2)S(=O)(=O)c2ccccc2)cc1 (configuration not stated)	-2.0	0	30	-4	0	97	4	-2	0.1	-2
O=C(/C=C/c1ccc(-c2ccccc2[N+](=O)[O-])o1)c1ccco1	-1.6	1	19	-1	17	88	-1	1	1.8	-1
Cc1cc(C)c(C(=O)NC2CC(C)(C)Cc3c2cnn3-c2cccc(F)c2)[nH]1 (configuration not stated)	1.4	-1	4	-1	26	101	-6	-1	0.7	-2
CCOC(=O)Nc1oc2ccccc2c(=O)c1C	.	0	-2	0	1	94	-12	3	0.6	-2
Cc1ccc(S(=O)(=O)N(C)CC(=O)N2CCN(c3ccccn3)CC2)cc1	.	-2	0	-2	22	104	-6	-1	0.2	-6
Cc1nc2ccc(NC(=O)NC(=O)c3c(Cl)cccc3Cl)cc2o1	-3.2	-3	7	0	-8	114	-4	1	-0.3	-6
N#CC1=C(N)N(c2ccc(Br)cc2)C2=C(C(=O)CCC2)C1c1cccnc1 (configuration not stated)	0.0	-1	16	-7	0	.	-6	3	2.0	0
CN(C)S(=O)(=O)c1cccc(C(=O)Nc2cccnc2)c1	-1.3	0	28	3	-2	101	-1	-1	-1.0	3
CC1(C)NC(=O)N(CCOCCOc2cccc(Oc3ccccc3)c2)C1=O	.	1	-1	-2	-5	107	4	0	-0.8	8
COc1ccc(CCNC(=O)CCc2cc(OC)c(OC)c(OC)c2)cc1OC	1.0	-2	-4	-4	0	106	-4	-2	0.8	-5
c1ccc(-c2nnc(SCc3nc4ccccc4[nH]3)n2Cc2ccco2)nc1	-1.7	1	7	-4	0	101	-1	-2	0.4	-2
CCCOc1ccc(C(=O)CCC(=O)OCC(=O)N2CC(=O)Nc3ccccc32)cc1	.	-1	3	4	0	95	3	5	1.1	-1
Cc1cccc(-n2c(SCC(=O)N3CCC(C(=O)O)CC3)nc3ccccc3c2=O)c1C	-2.8	0	10	0	-3	100	-9	-1	0.1	-2

Exported in markdown: entries from further up
| Molecule | CAL PDZ FP-1 | V-ATPase pH | Arr AP2 block | Keap1 Nrf2 FP | NSD2 HMT inh | DSG3 Ab inh | RTF Ca sens inh | DAGLB inh | LANA DNA inh | CAL PDZ FP-2 |
| --- | --- | --- | --- | --- | --- | --- | --- | --- | --- | --- |
| CCOC(=O)NC1(C(F)(F)F)C(=O)NC(C)=C1C(=O)OC (configuration not stated) | -0.2 | -3 | 2 | -5 | . | 110 | 2 | -1 | -0.4 | 5 |
| COc1ccccc1CNS(=O)(=O)c1ccc2c(c1)N(C(C)=O)CCO2 | -3.5 | 0 | 5 | 1 | -2 | 104 | -8 | 1 | -1.5 | -1 |
| COCCNC(=O)Cn1cc(C(=S)N2CCCCC2)c2ccccc21 | -1.7 | 1 | 6 | -1 | -2 | 97 | -8 | -2 | -3.2 | -3 |
| CCCCc1cc(=O)oc2c(CN(CC)CC)c(O)c(Cl)cc12 | -0.6 | . | 11 | -8 | -2 | 97 | -14 | -1 | 2.1 | -1 |
| CC1CCCC(C)N1CCCNC(=O)c1cc2c(=O)n(C)c3ccccc3c2n1C (configuration not stated) | -0.3 | -1 | -1 | -7 | . | 116 | -13 | -1 | 2.9 | -2 |
| COc1ccc(C(CC(=O)c2ccccc2)S(=O)(=O)c2ccccc2)cc1 (configuration not stated) | -2.0 | 0 | 30 | -4 | 0 | 97 | 4 | -2 | 0.1 | -2 |
| O=C(/C=C/c1ccc(-c2ccccc2[N+](=O)[O-])o1)c1ccco1 | -1.6 | 1 | 19 | -1 | 17 | 88 | -1 | 1 | 1.8 | -1 |
| Cc1cc(C)c(C(=O)NC2CC(C)(C)Cc3c2cnn3-c2cccc(F)c2)[nH]1 (configuration not stated) | 1.4 | -1 | 4 | -1 | 26 | 101 | -6 | -1 | 0.7 | -2 |
| CCOC(=O)Nc1oc2ccccc2c(=O)c1C | . | 0 | -2 | 0 | 1 | 94 | -12 | 3 | 0.6 | -2 |
| Cc1ccc(S(=O)(=O)N(C)CC(=O)N2CCN(c3ccccn3)CC2)cc1 | . | -2 | 0 | -2 | 22 | 104 | -6 | -1 | 0.2 | -6 |
| Cc1nc2ccc(NC(=O)NC(=O)c3c(Cl)cccc3Cl)cc2o1 | -3.2 | -3 | 7 | 0 | -8 | 114 | -4 | 1 | -0.3 | -6 |
| N#CC1=C(N)N(c2ccc(Br)cc2)C2=C(C(=O)CCC2)C1c1cccnc1 (configuration not stated) | 0.0 | -1 | 16 | -7 | 0 | . | -6 | 3 | 2.0 | 0 |

More structures follow.
SMILES	CAL PDZ FP-1	V-ATPase pH	Arr AP2 block	Keap1 Nrf2 FP	NSD2 HMT inh	DSG3 Ab inh	RTF Ca sens inh	DAGLB inh	LANA DNA inh	CAL PDZ FP-2
CC[C@]12c3[nH]c4ccc(OC)cc4c3CCN1C(=O)C(CC(=O)NCCc1ccccn1)C[C@@H]2C(=O)N1CCN(C(=O)c2ccco2)CC1 (some centres not stated)	-0.8	0	11	0	.	99	-3	-2	1.1	-3
CCn1cc(-c2ccnc3cc(C(=O)O)nn23)c(C)n1	0.7	-2	-2	-3	-7	102	2	2	0.1	2
CC(C)(C)c1ccc(OCCC(=O)NNC(=O)c2ccccc2)cc1	-2.7	2	25	1	2	98	-1	-3	-0.1	0
O=C(Nc1cccnc1)c1ccc(N2CCCC2)c([N+](=O)[O-])c1	-1.6	0	1	-3	10	100	0	4	-0.1	-5
COCCn1c(SCC(=O)Nc2nnc(C)s2)nnc1-c1cc2ccccc2cc1O	-1.1	0	15	4	0	.	-1	2	-0.3	-1
COc1cc(C(=O)N2CCN(S(=O)(=O)c3cccs3)CC2)cc(OC)c1C	-0.7	-2	3	-3	41	101	-7	-2	-0.2	58*
COc1ccc(OC)c(NC(=O)CSc2nncc(=O)n2N)c1	0.1	-9	2	3	0	62	-6	1	-1.2	-1
C=CCN(CC=C)C(=O)Cn1cnc([N+](=O)[O-])n1	-1.5	2	5	-6	-2	103	7	0	0.4	6
O=C(Nc1ccccc1C(=O)NCc1cccnc1)c1ccc(Cl)cc1Cl	-0.6	-1	-3	-5	2	104	-9	-1	-1.3	-2
CC(/C=N/NC(=O)CSc1n[nH]c(=O)[nH]c1=O)=C\c1ccccc1	0.8	5	10	2	1	98	-5	1	2.4	.
O=C(CCCC(=O)N1CCN(c2cccc(Cl)c2)CC1)c1ccccc1	-0.6	-2	6	-6	.	113	-4	-1	1.8	0
Cc1ccc(/C=N/n2c(-c3cccnc3)n[nH]c2=S)o1	0.3	4	9	-3	0	85	.	.	-1.1	.
O=C(CSc1nnc(NC(=O)c2ccc(F)cc2)s1)NCc1ccco1	0.1	0	34	2	-3	96	-7	3	0.2	-1
Cc1cc(C)nc(N/N=C/c2cc(Br)ccc2O)n1	-1.8	-5	1	-4	1	114	8	3	1.6	-4
CS(=O)(=O)Nc1cccc2cccnc12	.	1	5	-5	7	116	-4	-2	-1.7	3
O=C(O)c1ccc(C2SCC(=O)N2Cc2ccco2)cc1 (configuration not stated)	-3.0	-2	10	-3	1	99	-4	1	1.9	-1
CCOC(=O)c1c(-c2ccc(C)o2)csc1NC(=O)CSc1ncn[nH]1	-0.9	0	-3	-9	3	100	2	-3	0.7	.
CCN(CC)S(=O)(=O)c1ccc(N/N=C/c2ccc(OC)c(OC)c2OC)nc1	-2.1	1	-6	-4	1	99	4	0	-1.2	-3
Cc1[nH]nc2c1C(=O)CCC2	-0.5	-1	2	-2	-2	103	-8	-1	-1.0	.
Cc1cc(C)c(C(N)=O)c(Nc2ccc3c(c2)OCCO3)n1	-0.4	-4	8	-2	1	.	-12	-4	-0.3	-3
COC(=O)c1ccc(CN(C)S(=O)(=O)c2ccc(C)cc2)o1	-0.3	0	17	2	1	101	-4	-2	0.6	1
C=CCNC(=O)c1cc(Cl)ccc1Cl	-3.4	0	7	2	4	.	-7	0	0.6	-2
COc1ccccc1C(=O)Nc1ccc(C2=NNC(=O)CC2C)cc1 (configuration not stated)	-2.3	0	8	1	-1	93	-15	-3	-1.8	-5
COc1cccc(CNC(=O)Cc2ccc(-n3c(=O)[nH]c4ccccc4c3=O)cc2)c1	-2.0	0	-5	-7	-1	108	4	-1	2.7	-2
COc1cc(OC)cc(C(=O)NCC(=O)OCC(=O)NC2CCCc3ccccc32)c1 (configuration not stated)	-1.7	2	15	2	.	113	-1	0	0.4	.
COc1ccc(-c2oc3ccccc3c(=O)c2OC(=O)c2ccc(C)cc2)cc1	-0.1	-10	-21	0	0	.	-3	-7	-2.2	9
CC1CCOC2(O1)C(=O)N(CN1CCN(c3cccc(Cl)c3)CC1)c1ccccc12 (configuration not stated)	0.6	7	-7	-1	2	114	-19	-4	-1.7	0
